Bioassay records (PubChem)
Myeloid diff MLP: compounds promoting myeloid differentiation; actives 1% (n = 360,000); calls only at 10 µM; ER-HoxA9 myeloid progenitors, lysozyme-GFP differentiation, flow cytometry; AID 624256;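 active means normalized GFP-positive differentiation at or above the plate's own cutoff, the solvent-only control mean plus 3 SD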;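 further: cells exposed to compound for four days before flow analysis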
NOD2 inhibition: inhibition of NOD2-driven NF-kB reporter – cell-based, luminescence, uHTS, HEK293 (AID 1566) | HEK293 NOD2/NF-kB luciferase reporter, luminescence; higher % means a stronger effect | actives 0.63% (n = 290,000) | inhibition, % at 4 µM; hits with a dose series show EC50 in µM; further: many of its hits are not listed in these tables
LYP phosphatase: PTPN22 lymphoid phosphatase activity blockers – biochemical, fluorescence intensity, uHTS (AID 1779) | actives 0.054% (n = 290,000) | recombinant LYP phosphatase, fluorescence intensity; higher % means a stronger effect | inhibition, % at 11.5 µM, or IC50 in µM where a hit was titrated;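 further: plate controls were vehicle with enzyme for no effect and no enzyme for full effect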
HIV fusion peptide: cell-free HIV fusion peptide-binding blockers – biochemical, uHTS, fluorescence dequenching, primary screen (AID 1986); cell-free peptide binding, fluorescence dequenching, 30 min; higher % means a stronger effect; inhibition, % at 20 µM; hits with a dose series show IC50 in µM; actives 0.3% (n = 290,000); in the data active means inhibition mostly above about 52%, no sharp cut-off; inactive means mostly below about 76%; further: some results filed as inactive read as strong as hits
KOR beta-arrestin-1: KOR antagonists, beta-arrestin recruitment, cell-based, luminescence, uHTS (AID 1778) | actives 0.091% (n = 290,000) | one-dose inhibition, % at 10 µM; IC50 in µM for titrated hits | KOR beta-arrestin recruitment, luminescence, antagonist mode; higher % means a stronger effect; further: strong numbers were not always called active
PhoP inhibition: PhoP-dependent GFP reporter repression – Salmonella Typhimurium, primary screen (AID 1863); S. Typhimurium PhoP-regulated promoter GFP reporter, 4 h; higher % means a stronger effect; inhibition, % at 50 µM, or IC50 in µM where a hit was titrated; actives 0.16% (n = 300,000);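 active means inhibition over 29.93%, a cutoff 3 SD above the screen mean, later confirmed by dose response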;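 further: 0% = low Mg2+ inducing control and 100% = high Mg2+ repressing control; strong numbers were not always called active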
NOD1 NF-kB reporter: NOD1 signaling inhibitors, primary screen, cell-based, luminescence, uHTS (AID 1578); NOD1-driven NF-kB luciferase reporter cells, luminescence; higher % means a stronger effect; one-dose inhibition, % at 4 µM; EC50 in µM for titrated hits; actives 1% (n = 290,000); in the data active means inhibition mostly above about 36%, no sharp cut-off; inactive means mostly below about 34%;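 further: HEK-293T reporter cells stimulated with the NOD1 agonist gamma-tri-DAP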
KOR beta-arrestin-2: KOR agonists, beta-arrestin recruitment, primary screen, cell-based, luminescence, uHTS (AID 1777); KOR beta-arrestin recruitment, luminescence; higher % means a stronger effect; one-dose activation, % at 10 µM; EC50 in µM for titrated hits; actives 0.02% (n = 280,000); in the data active means activation above about 50%, passing the limit was not always enough; further: a part of the inactive calls stands beside numbers as strong as those of hits
SIAH1 antagonists: Siah-1 peptide-binding antagonists, primary screen, biochemical, fluorescence polarization, rhodamine-plectin, uHTS (AID 1817) | Siah-1 / rhodamine-plectin peptide fluorescence polarization; higher % means a stronger effect | displacement, % at 20 µM, or IC50 in µM where a hit was titrated | actives 0.02% (n = 290,000);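 active means displacement of at least 50% at 20 µM, with a fluorescence ratio check between 0.3 and a set limit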;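 further: plate controls were Siah plus tracer with DMSO for no effect and tracer alone without Siah for full effect; strong numbers were not always called active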
Myeloid diff MLP GFP+ MAC1+ %: further read-out of Myeloid diff MLP, marked with its call; GFP+ MAC1+ double positive, %; measured here: differentiation confirmed by MAC1 staining
Active calls of the source: *; i = inactive; . = not tested or not shown; [ ] = dose if it differs, or a comment. Unless noted, no stated cut-off is given here; in the data, active means inhibition above about 50%; inactive means the rest. A portion of the library, so the mix of outcomes need not match the whole.

No.	canonical_smiles	Myeloid diff MLP	Myeloid diff MLP GFP+ MAC1+ %	SIAH1 antagonists	HIV fusion peptide	NOD1 NF-kB reporter	KOR beta-arrestin-2	NOD2 inhibition	LYP phosphatase	PhoP inhibition	KOR beta-arrestin-1
1	CC1Cc2ccccc2N1CC(=O)Nc1ccc2c(c1)OC(F)(F)O2 (stereo not drawn)	i	1.1	0%	-0.1%	18%	2.5%	-9%	-3%	-10%	-49%
2	Cc1cc(NS(=O)(=O)c2ccc(NC(=O)CSc3nc4ncc(Cl)cc4[nH]3)cc2)nc(C)n1	i	0.7	11%	3.4%	-4%	0.3%	7%	-6%	-1%	31%
3	CC(=O)Nc1ccc(NC(=O)CSc2nc(C)nc3sc(C)c(C)c23)cc1	i	0.5	-2%	-0.3%	-15%	0.6%	-2%	-5%	-2%	3%
4	COc1ccc(-c2cc3cc(OC)c(OC)cc3c(C)n2)cc1	i	0.1	-3%	-1.1%	-1%	0.1%	-53%	-12%	9%	33%
5	CN(C)c1ccc(/C=C/c2ccc3ccccc3n2)cc1	i	4.8	-7%	32%	59%*	-1.9%	-6%	9%	0%	9%
6	O=C(COC(=O)/C=C/c1ccc(Cl)cc1)NCCC1=CCCCC1	i	0.7	-4%	0.0%	6%	1.1%	-18%	0%	-14%	-5%
7	Cn1cc(C=C2C(=O)OC3(CCCCC3)OC2=O)c2ccccc21	i	0.6	-2%	0.9%	4%	6.3%	-6%	0%	-4%	-26%
8	CCCCNC(=O)NC12CC3CC(CC(C3)C1)C2	i	0.3	-1%	0.5%	-23%	-1.2%	-1%	-8%	-3%	-16%
9	Oc1ccc(Cl)cc1-c1cc(-c2ccco2)[nH]n1	i	0.7	-5%	27%	1%	3.6%	-16%	1%	-4%	-17%
10	O=C(C[n+]1ccccc1)Nc1ccccc1[N+](=O)[O-]	i	1.4	1%	-0.8%	-43%	-2.3%	3%	-7%	-4%	-1%
11	CC(C)(C)C(=O)NNc1nc(-c2ccccc2)c2cc(Br)ccc2n1	i	0.6	-5%	-1.6%	-23%	-4.5%	8%	-2%	-9%	0%
12	COc1cccc(C(C(=O)NC2CCCCC2)N(CCN2CCOCC2)C(=O)C2COc3ccccc3O2)c1 (stereo not drawn)	i	0.4	-5%	-0.3%	-18%	.	4%	-2%	-8%	-23%[20 µM]
13	OCC1(Cc2cccc(C(F)(F)F)c2)CCN(Cc2cc(F)cc(F)c2)CC1	i	0.2	9%	1.3%	-26%	-2.4%	-9%	-9%	3%	-18%
14	CSCC[C@H](NC(=O)CCNC(C)=O)c1nc2ccccc2[nH]1	i	0.8	-3%	-1.1%	-6%	2.2%	-12%	2%	10%	-9%
15	CN(C)c1ccc(NC(=O)c2cn(-c3ccccc3)nc2-c2cccs2)cc1	i	0.6	1%	1.5%	-43%	-5.2%	-1%	1%	-1%	-25%
16	COc1cc(C(C#N)N2N=C(c3ccccc3)CC2c2ccccc2)ccc1O (stereo not drawn)	i	0.1	2%	-2.8%	0%	0.0%	-8%	-6%	-5%	23%
17	COc1ccc(N2CCN(C(=O)CN(c3ccc(OC)cc3)S(=O)(=O)c3ccccc3)CC2)cc1	i	0.4	0%	-1.9%	-4%	-3.1%	19%	-9%	-2%	31%
18	NS(=O)(=O)c1ccc(CCNC(=O)c2ccc(-c3ccccc3)cc2)cc1	.	.	20%	9.7%	-26%	-1.0%	-3%	-10%	-22%	2%[20 µM]
19	O=C(NCCN1CCOCC1)c1ccc(-c2ccccc2)cc1	i	0.6	-3%	-0.1%	-26%	1.1%	-24%	-1%	11%	5%
20	O=C(NC(=S)Nc1ccccc1[N+](=O)[O-])c1ccccc1	i	0.7	-4%	-2.2%	-6%	2.4%	-63%	0%	-5%	.
21	CCOc1ccc(CCNC(=O)COC(=O)/C=C/c2ccco2)cc1OCC	i	1.0	-3%	-0.8%	13%	3.5%	6%	-8%	-3%	-19%
22	CCN(CC)CCN1C(=O)c2ccccc2NC1c1cc(OC)c(OC)c(OC)c1 (stereo not drawn)	i	8.3	0%	0.3%	-8%	-9.8%	3%	-16%	2%	-46%
23	CCOC(=O)N1CCN(C(=O)Nc2cccc(Cl)c2)CC1	i	0.5	-2%	-1.3%	4%	-7.4%	2%	-6%	-15%	8%
24	CCc1ccc(NC(=O)C/C(C)=N/NC(=O)COc2ccc(C)cc2Br)cc1	i	0.4	-7%	2.6%	50%	7.6%	-24%	-2%	1%	-37%
25	Cc1ccc(C(=O)NCC(=O)NC2CCCCCC2)cc1	i	0.8	5%	-1.0%	7%	1.0%	4%	-11%	-9%	16%
26	COc1ccc(NC(=O)c2cc(-c3cc(C)c(C)cc3O)n[nH]2)c(OC)c1	i	1.8	0%	-1.4%	4%	-2.3%	25%	-12%	-1%	7%
27	CNc1nc(NN)nc(Nc2ccccc2)n1	i	0.8	-8%	-2.9%	-11%	-7.9%	9%	-11%	5%	15%[20 µM]
28	CN(C)c1ccc(/C=C2\SC(=O)N(CC(O)Cn3c4ccccc4c4ccccc43)C2=O)cc1 (stereo not drawn)	i	1.0	-2%	120%*	-13%	-2.9%	-56%	11%	14%	-6%
29	NC(=O)c1cc2ccccc2o/c1=N/NC(=O)c1cccc(F)c1	i	0.8	-4%	-1.1%	-15%	0.6%	-40%	0%	9%	34%
30	Cc1ccc(NS(=O)(=O)N2CCOCC2)c(C)c1	i	3.1	2%	1.5%	-4%	-4.0%	11%	-7%	-6%	8%
31	C=CCOC(=O)COc1ccc2c(C)c(C)c(=O)oc2c1C	i	2.9	9%	0.8%	-34%	-0.9%	12%	-1%	9%	30%
32	Cn1ncc([N+](=O)[O-])c1C(=O)NCc1ccccc1	i	0.4	-1%	-1.0%	-1%	-1.6%	0%	-6%	-10%	-2%
33	O=C(NNS(=O)(=O)c1ccc(Br)cc1)c1cccs1	i	0.1	1%	-2.7%	-24%	.	9%	-10%	-12%	-13%[20 µM]
34	CCOC(=O)Cc1csc(NC(=O)c2cc(C)on2)n1	.	.	1%	2.5%	-27%	8.7%	1%	-2%	3%	-28%
35	COCCNC(=O)/C(C#N)=C\c1ccc(CNS(=O)(=O)c2ccccc2)o1	i	0.4	-7%	-2.2%	-18%	.	4%	2%	-5%	-39%[20 µM]
36	CCn1c(=O)cc(OCC(=O)NCc2cccnc2)c2ccccc21	i	0.7	0%	-1.2%	-11%	2.9%	-6%	-6%	3%	-18%
37	Cc1n[nH]c(=S)n1-c1ccccc1	i	0.8	-3%	-2.1%	9%	3.6%	-15%	-12%	-7%	-14%
38	CCOC(=O)c1ccc(NC(=O)CNC(=O)C2CCCCC2)cc1	i	1.8	2%	-3.5%	-4%	1.1%	17%	-7%	-1%	-6%
39	COc1ccc(N(CC(=O)NCc2ccccc2)C(=O)CCC(=O)Nc2cc(C)ccn2)c(OC)c1	i	0.4	-8%	-1.4%	-12%	0.7%	-17%	-3%	3%	41%
40	Cc1ccc(F)c(C2C3C=CCC(c4cccc(-c5ccc(N(C)C)cc5)c4)C3C(=O)N2Cc2ccccc2)c1 (stereo not drawn)	i	3.5	14%	1.7%	-13%	16%	-15%	-4%	-4%	14%
41	COc1ccc(CC(O)COS(N)(=O)=O)cc1 (stereo not drawn)	i	1.7	2%	0.1%	21%	-3.4%	13%	-7%	6%	-6%[20 µM]
42	CN(C)S(=O)(=O)c1cc(NC(=O)c2cc(=O)[nH]c3ccccc23)ccc1Cl	.	.	-6%	0.4%	-30%	5.0%	10%	0%	-10%	-24%
43	Cc1cc(N2CCCC2)ccc1NC(=O)COc1cccc(C(F)(F)F)c1	i	1.2	0%	-1.8%	26%	3.3%	60%*	4%	10%	-13%
44	Cc1cc(N2C(=O)C(O)=C(C(=O)c3ccco3)C2c2cccc(Cl)c2)no1 (stereo not drawn)	i	0.0	1%	5.4%	-10%	1.9%	26%	-7%	0%	-14%
45	CCOc1ccc(N(CC(=O)NCc2ccc(F)cc2)C(=O)c2snc(C(N)=O)c2N)cc1	i	0.6	3%	0.0%	-6%	1.5%	8%	-8%	6%	-45%
46	Cc1ccc(C)c(NC(=O)c2cnc3n(c2=O)CCS3)c1	i	1.2	10%	0.2%	-61%	0.6%	-39%	-1%	5%	-14%
47	COc1ccc(C)cc1NC(=O)CCN1CCN(c2ccccc2F)CC1	i	0.6	10%	0.3%	-11%	-5.4%	-8%	-10%	-2%	-29%[20 µM]
48	Cc1cccnc1Nc1ncnc(N)c1[N+](=O)[O-]	i	0.7	-2%	1.9%	-32%	-3.1%	4%	-5%	-8%	-2%
49	CC(C)CNC1CCS(=O)(=O)C1 (stereo not drawn)	i	1.3	1%	-0.7%	-8%	11%	3%	-5%	2%	2%
50	S=C(NC1CCCCC1)N1CCN(Cc2ccccc2Cl)CC1	i	0.3	-3%	0.2%	-15%	.	-14%	-5%	-3%	5%
51	COc1ccc2oc(=O)c(C(=O)N3CCCc4ccccc43)cc2c1	i	4.3	4%	0.2%	-6%	1.9%	12%	-1%	3%	-33%
52	COc1ccc(NS(=O)(=O)c2cccc(-c3nnc4n3CCCCC4)c2)cc1	.	.	0%	3.6%	16%	-9.2%	10%	2%	-6%	-5%
53	COc1cc(-c2noc(C)c2/C=C/c2ccc(C(=O)O)cc2)cc(OC)c1OC	i	1.5	26%	10%	-15%	0.2%	1%	2%	-1%	-6%[20 µM]
54	Nc1[nH]nc2nc(NCc3ccccc3)c3c(c12)CCN(Cc1ccccc1)C3	i	0.7	-4%	-1.5%	-107%	6.5%	-5%	-12%	0%	-2%
55	O=C(CCc1ccccc1)Nc1cccc([N+](=O)[O-])c1	i	0.3	7%	-0.5%	2%	4.5%	-5%	-11%	-11%	-65%
56	Cc1cccc(N2CC(=O)N(c3cccc(C)c3)CC2=O)c1	i	0.6	-2%	1.5%	0%	6.8%	14%	-1%	-11%	-8%

From entry 41 up to 42, copied from above:
No.	canonical_smiles	Myeloid diff MLP	Myeloid diff MLP GFP+ MAC1+ %	SIAH1 antagonists	HIV fusion peptide	NOD1 NF-kB reporter	KOR beta-arrestin-2	NOD2 inhibition	LYP phosphatase	PhoP inhibition	KOR beta-arrestin-1
41	COc1ccc(CC(O)COS(N)(=O)=O)cc1 (stereo not drawn)	i	1.7	2%	0.1%	21%	-3.4%	13%	-7%	6%	-6%[20 µM]
42	CN(C)S(=O)(=O)c1cc(NC(=O)c2cc(=O)[nH]c3ccccc23)ccc1Cl	.	.	-6%	0.4%	-30%	5.0%	10%	0%	-10%	-24%
